Source: PubChem BioAssay
AmpC inh no detg – inhibitors of E. coli AmpC beta-lactamase without detergent. P00811. AmpC nitrocefin hydrolysis, absorbance 480 nm, 0.0001% Triton. Potency, µM (series often up to 57.1 µM), for inactives: top-dose activity change, negative = inhibition, actives largely listed as inhibitors. actives 0.52% (n = 330,000);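 also: potency is read from the fitted curve at half-maximal effect; plate controls were no compound for no effect and no enzyme for full effect; nearly all actives have a fitted effect of over 20% in size; some results filed as inactive show a strong effect at the top dose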
Target sequence (P00811 whole entry, looked up): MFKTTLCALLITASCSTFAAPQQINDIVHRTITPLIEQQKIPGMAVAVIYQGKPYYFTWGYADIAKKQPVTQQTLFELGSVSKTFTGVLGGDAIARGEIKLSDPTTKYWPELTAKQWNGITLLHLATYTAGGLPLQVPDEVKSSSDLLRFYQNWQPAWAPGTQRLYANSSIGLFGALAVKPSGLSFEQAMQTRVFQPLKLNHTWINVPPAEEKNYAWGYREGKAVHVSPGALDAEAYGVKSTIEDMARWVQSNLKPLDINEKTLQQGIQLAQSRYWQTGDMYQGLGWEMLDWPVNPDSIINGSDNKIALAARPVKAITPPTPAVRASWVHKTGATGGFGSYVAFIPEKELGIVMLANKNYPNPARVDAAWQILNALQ
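20 mM phosphate pH 7.0 + 0.01% (detergent screen) or 0.0001% Triton X-100; 5.3 nM AmpC reagent; cpd preinc 15 min RT; nitrocefin (800 uM stock) to start; A480 q20 s × 4 min; Activity was normalised to no-enzyme and no-compound control wells.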
AmpC detergent – blocks E. coli AmpC beta-lactamase in detergent assay. Potency, µM (doses to about 114 µM), inactives show top-dose activity change, negative = inhibition, actives largely listed as inhibitors. AID 485294. actives 0.041% (n = 370,000). AmpC hydrolysis of nitrocefin, absorbance 480 nm, 0.01% Triton;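 also: potency is read from the fitted curve at half-maximal effect; 0% = no-compound wells and -100% = no-enzyme wells; nearly all actives have a fitted effect of over 25% in size; some results filed as inactive show a strong effect at the top dose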
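AmpC (5.3 nM in the dispensed reagent) in 20 mM phosphate pH 7.0 with 0.01% (detergent screen) or 0.0001% Triton X-100 was preincubated with compounds for 15 min at room temperature. Nitrocefin was then added from an 800 uM solution, and hydrolysis was followed at 480 nm.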
HCMV inh – human cytomegalovirus inhibition; AID 1259415; actives 4.5% (n = 410,000); HFF cells, HCMV-luciferase reporter, 72 h; hits give low values; activity change, negative = inhibition, % at 57.5 µM; in the data active = activity change below about -60%; inconclusive = no clear call, values can overlap the other calls; inactive = above about -39%
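Steps: HFFs plated, 16 h 37C; compounds added; HCMV-luciferase added to MOI 1 PFU/cell; 72 h 37C; OneGlo reagent, 5 min room temperature; luminescence read, normalized to controls.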
Giardia FBPA inh – inhibitors of Giardia lamblia fructose-1,6-bisphosphate aldolase | A8B2U2 | purified Giardia FBPA | Potency, µM (series often up to 59.6 µM), inactives show at the highest dose activity, negative = inhibition, most hits filed as inhibitors | actives 0.71% (n = 290,000) | AID 2451; also: potency is read from the fitted curve at half-maximal effect; nearly all actives have a fitted effect of over 55% in size
Target sequence (A8B2U2 whole entry, looked up): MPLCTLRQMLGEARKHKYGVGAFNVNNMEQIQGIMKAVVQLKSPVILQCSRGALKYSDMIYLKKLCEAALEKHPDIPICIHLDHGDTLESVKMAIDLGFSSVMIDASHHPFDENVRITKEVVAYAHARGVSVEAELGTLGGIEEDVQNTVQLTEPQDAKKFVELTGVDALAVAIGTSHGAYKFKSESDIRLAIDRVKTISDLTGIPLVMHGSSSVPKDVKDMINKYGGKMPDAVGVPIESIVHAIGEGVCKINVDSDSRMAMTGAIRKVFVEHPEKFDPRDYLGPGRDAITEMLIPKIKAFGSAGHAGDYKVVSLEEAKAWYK
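40 nM FBPA preincubated 10 min at RT with compound (up to 57.5 uM final), then substrate plus GAPDH/TPI/NAD/arsenate coupling and diaphorase/resazurin added. Fluorescence read after 20 min at RT, 525/598 nm.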
HCV inhibitor – blocks hepatitis C virus; actives 3.4% (n = 340,000); Potency, µM (series often up to 41.8 µM), without a hit: at the top dose activity change, negative = inhibition, most hits filed as inhibitors; Huh7.5.1 HCVcc-Cre infection, luciferase reporter, 44 h; also: potency is read from the fitted curve at half-maximal effect
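After 44 h co-culture of compound, cells and HCVcc-Cre (~0.5 moi), substrate is added for 15 min at room temperature and luciferase measured over 15 sec. Cells were seeded at 1,000/well and pre-cultured 4 h.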
Sm TGR block – blocks Schistosoma mansoni thioredoxin glutathione reductase. purified TGR, DTNB reduction, TNB absorbance 405 nm. actives 3% (n = 360,000). Potency, µM (top dose mostly 114 µM), for inactives: at the top dose activity change, negative = inhibition, usual class: inhibitors; also: potency is read from the fitted curve at half-maximal effect; nearly all actives have a fitted effect of over 60% in size
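TGR 20 nM + NADPH 100 uM (dispensed conc.), cpd preinc 15 min RT; start with NADPH (500 uM addition) then DTNB (15 mM addition). Kinetic TNB absorbance, 405 nm filter. Four-parameter Hill fit across titration.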
Starred values were filed as active, the others as inactive; ? = inconclusive; . = not tested or not shown; & = joins results of further samples; [ ] = dose if it differs, or a comment. Unless noted, calls follow the shape of the dose curve; as a rule, active = well fitted curve in the direction sought with a large enough effect; inconclusive = small, poorly fitted or top-dose-only effect, or another doubt; inactive = no such curve, though single readings can be large; an effect the other way counts as inactive or inconclusive. Unless noted, % is scaled to controls: 0 for no effect and ±100 for the full control effect. Hits appear at their usual frequency; 9.9% or so of the library scored in one or more.

The first 13 compounds as a preview:
SMILES	AmpC inh no detg	AmpC detergent	HCMV inh	Giardia FBPA inh	HCV inhibitor	Sm TGR block
Cc1cc2ccccc2c(=O)[nH]1	-14.4%	-10.6%	-15.3	-3.4%	11.1%	-8.0%
CCOc1ccc(CCNC(=O)COC(=O)c2ccc(OC(C)C)cc2)cc1OCC	90.9%[activator]	-14.6%	-10.6	.	?	-10.8%
CC1CCCCN1S(=O)(=O)c1ccc(C(=O)Nc2nnc(-c3ccccn3)o2)cc1 (stereo unspecified)	-22.3%	4.2%	-21.3	17.7µM*	-11.1%	7.8%
COc1ccc(-c2cc(C(F)(F)F)nc(SCC(=O)N(C)Cc3cnn(C)c3C)n2)cc1OC	1.7%	?	34.0	-2.2%	?	-10.4%
CCN(C[C@H]1N[C@@](Cc2ccccc2)(C(=O)OC)[C@H]2C(=O)N(C)C(=O)[C@@H]12)C(=O)COC	-10.8%	.	-12.2	.	?	.
CCCCCN(C(=O)CCC(=O)OCC(=O)Nc1cccc(SC)c1)c1c(N)n(CCCC)c(=O)[nH]c1=O	210.1%[activator]	-0.8%	-21.1	.	8.2%	5.0%
CN(C)C=NC1=NN(c2cccc(C(F)(F)F)c2)CC1	-3.4%	4.4%	54.8	13.4%	?	?
CON(C)C(=O)Nc1ccc(Cl)cc1	-11.1%	-0.2%	30.9	1.4%	-0.4%	3.2%
O=C(C1CCN(S(=O)(=O)c2cnc[nH]2)CC1)N1CCc2ccccc2C1	-21.7%	-4.2%	-6.9	2.0%	12.8%	3.8%
CN(Cc1nc2ccc(F)cc2[nH]1)Cc1nc(CC2CC2)no1	-9.1%	-5.4%	-36.8	-2.5%	-15.5%	27.4%
COc1ccc(/C=C2\C(=O)NC(=S)N2C(=O)c2ccc(C)cc2)cc1	-22.7%	-7.6%	66.7	1.5%	7.8%	1.3%
Cc1nc(Sc2cccn2C)c(C(F)(F)F)c(=O)[nH]1	-11.1%	-8.1%	107.7	5.3%	2.1%	-21.7%
Cc1ccc(N/C=C2\C(=O)N(c3ccc(F)cc3F)C(c3cccnc3)S2(=O)=O)cc1 (stereo unspecified)	46.4%	1.3%	6.6	4.1%	-19.9%	2.3%

All compounds of this part, from the start:
SMILES	AmpC inh no detg	AmpC detergent	HCMV inh	Giardia FBPA inh	HCV inhibitor	Sm TGR block
Cc1cc2ccccc2c(=O)[nH]1	-14.4%	-10.6%	-15.3	-3.4%	11.1%	-8.0%
CCOc1ccc(CCNC(=O)COC(=O)c2ccc(OC(C)C)cc2)cc1OCC	90.9%[activator]	-14.6%	-10.6	.	?	-10.8%
CC1CCCCN1S(=O)(=O)c1ccc(C(=O)Nc2nnc(-c3ccccn3)o2)cc1 (stereo unspecified)	-22.3%	4.2%	-21.3	17.7µM*	-11.1%	7.8%
COc1ccc(-c2cc(C(F)(F)F)nc(SCC(=O)N(C)Cc3cnn(C)c3C)n2)cc1OC	1.7%	?	34.0	-2.2%	?	-10.4%
CCN(C[C@H]1N[C@@](Cc2ccccc2)(C(=O)OC)[C@H]2C(=O)N(C)C(=O)[C@@H]12)C(=O)COC	-10.8%	.	-12.2	.	?	.
CCCCCN(C(=O)CCC(=O)OCC(=O)Nc1cccc(SC)c1)c1c(N)n(CCCC)c(=O)[nH]c1=O	210.1%[activator]	-0.8%	-21.1	.	8.2%	5.0%
CN(C)C=NC1=NN(c2cccc(C(F)(F)F)c2)CC1	-3.4%	4.4%	54.8	13.4%	?	?
CON(C)C(=O)Nc1ccc(Cl)cc1	-11.1%	-0.2%	30.9	1.4%	-0.4%	3.2%
O=C(C1CCN(S(=O)(=O)c2cnc[nH]2)CC1)N1CCc2ccccc2C1	-21.7%	-4.2%	-6.9	2.0%	12.8%	3.8%
CN(Cc1nc2ccc(F)cc2[nH]1)Cc1nc(CC2CC2)no1	-9.1%	-5.4%	-36.8	-2.5%	-15.5%	27.4%
COc1ccc(/C=C2\C(=O)NC(=S)N2C(=O)c2ccc(C)cc2)cc1	-22.7%	-7.6%	66.7	1.5%	7.8%	1.3%
Cc1nc(Sc2cccn2C)c(C(F)(F)F)c(=O)[nH]1	-11.1%	-8.1%	107.7	5.3%	2.1%	-21.7%
Cc1ccc(N/C=C2\C(=O)N(c3ccc(F)cc3F)C(c3cccnc3)S2(=O)=O)cc1 (stereo unspecified)	46.4%	1.3%	6.6	4.1%	-19.9%	2.3%
COc1cccc(CNC(=O)c2ccccc2N)c1	-3.6%	?	0.9	2.5%	7.8%	1.7%
Cc1ccc(/C=C/C(=O)O)cc1S(=O)(=O)NC1CCS(=O)(=O)C1 (stereo unspecified)	1.2%	2.8%	7.8	0.4%	12.7%	.
O=P1(Nc2cccnc2)COc2ccccc2OC1	-18.6%	?	-16.8	0.7%	12.8%	-2.1%
O=C(c1ccc(Cl)cc1)N1CCC(C(=O)N2CCCc3ccccc32)CC1	56.9%	-8.2%	-4.8	.	3.4%	-7.4%
CC1CCCN(S(=O)(=O)c2cccc(-c3cn4cccnc4n3)c2)C1 (stereo unspecified)	-19.7%	1.6%	-15.9	1.5%	?	1.0%
O=C(O)C1CC1C(=O)Nc1nc2c(Cl)cccc2s1 (stereo unspecified)	-4.9%	-5.5%	26.0	14.2%	11.6%	-3.2%
NCCC(=O)NCCc1cnc[nH]1	-9.8%	?	55.8	-3.5%	-3.9%	-5.1%
C/C(=C(\C#N)C(=O)NCCCN1CCOCC1)N(C)C	-32.7%	?	-17.5	3.3%	-1.2%	-7.2%
COc1ccc(C(=O)C2CCCN(Cc3ccc(C#CCCO)cc3)C2)cc1F (stereo unspecified)	91.4%[activator]	-0.2%	-27.8	-0.1%	-24.4%	0.8%
COCCN(Cc1cccs1)S(=O)(=O)c1csc(C(N)=O)c1	-16.4%	1.8%	-11.5	.	20.2%	-5.7%
Cn1c(N)c(Br)c(-c2ccc(F)cc2)c(C#N)c1=O	-20.7%	-6.1%	?	-0.4%	14.3%	?
Cc1ccc(C)c(Nc2nc3ccc(C)cc3n3cnnc23)c1	-16.9%	1.2%	?	2.3%	?	6.2%
CN(C)C(=O)c1cc(Br)ccc1Cl	-10.8%	0.6%	-11.1	0.9%	0.0%	-13.9%
CCOc1cc(NC(=S)NCCCN2CCOCC2)c(OCC)cc1NC(=O)c1ccc(OC)cc1	184.6%[activator]	-7.0%	-12.6	?	-16.4%	-23.1%[57.1 µM]
COc1ccc2[nH]c(C)c(C(=O)CN3CC(C)OC(C)C3)c2c1 (stereo unspecified)	-28.7%	1.3%	48.9	-8.7%	-23.7%	-9.9%
COc1ccc(C(C)C)cc1S(=O)(=O)N1CCC(C(=O)NCc2cccnc2)CC1	71.9%[activator]	7.1%	1.5	-11.9%	2.4%	-2.2%
C=C[C@]1(C)C=C2CCC3[C@](C)(CCC[C@@]3(C)C(=O)O)C2CC1 (stereo partly specified)	-30.1%	-6.7%	.	.	2.24µM*	-2.6%
O=C(N/N=C/c1ccc[nH]1)c1c[nH]c2ccccc12	-25.7%	-7.6%	-3.6	-2.3%	0.891µM*	-4.8%
Cc1ccccc1NC(=O)Cn1c(=O)n(-c2ccc(CC(=O)NCC3CCCO3)cc2)c(=O)c2ccccc21 (stereo unspecified)	30.1%	5.0%&17.9%	-15.9&4.5	-0.3%	1.4%	7.9%&-2.8%
CCOc1cc(Br)cc(C2NC(=O)c3c(sc4c3CCN(C)C4)N2)c1O (stereo unspecified)	.	-2.3%	16.8	.	.	-28.2%
COCCN(C(=O)c1cc(OC)c(OC)c(OC)c1)c1c(N)n(Cc2ccccc2)c(=O)[nH]c1=O	-17.7%	0.6%	-7.6	1.3%	2.5%	-0.5%
O=S(=O)(Cc1ccccc1)NCC1CCCN(Cc2cccc3nonc23)C1 (stereo unspecified)	17.2%	-4.2%	-12.0	1.2%	9.7%	1.4%
COc1cc(NC(=O)CN2c3cccc4cccc(c34)S2(=O)=O)cc(OC)c1OC	-11.6%	1.1%	-25.3	-6.2%	11.2µM*	13.2%
O=C1CC(NS(=O)(=O)c2cccnc2)CN1c1ccc(F)cc1 (stereo unspecified)	?	1.0%	-6.6	.	12.2%	2.3%
O=c1oc2ccc(Cl)cc2cc1-c1nnc(Nc2cccc(C(F)(F)F)c2)s1	-1.5%	-15.7%	-64.2*	5.1%	-6.2%	-0.9%
COc1cccc(C2C(C(=O)Nc3ccc(C)cc3C)=C(C)Nc3nc4ccccc4n32)c1OC (stereo unspecified)	.	27.3%	-15.0	.	.	4.4%
N#CC(Sc1ccccn1)c1ccc(Cl)cc1 (stereo unspecified)	-19.8%	3.6%	-25.2	?	-21.9%	-1.3%
CNC[C@@H](C)NC[C@@H](Cc1ccccc1)NCCc1ccccc1	-0.2%	-10.2%	-26.8	25.4%	?	0.8%
COc1ccc2[nH]c(C(=O)NCCCN3CCCC3=O)c(C)c2c1	1.7%	-4.5%	?	.	3.3%	-10.0%
COc1ccc(C(=O)N2CCOC2CNC(=O)C(=O)NCc2ccc(Cl)cc2)cc1 (stereo unspecified)	48.0%	-8.3%	29.3	-2.5%	15.5%	-1.4%
O=C(Cc1csc(NC(=O)Nc2cccc(Cl)c2)n1)NCc1cccnc1	-9.8%	-11.2%	-15.1	.	-21.0%	7.1%
O=S(=O)(c1ccc(NC(=S)NCCC(c2ccccc2)c2ccccc2)cc1)N1CCOCC1	-31.0%	?	-98.9*	0.2%	?	-2.1%
COC(=O)CCCCCCCCCCN1CCCCC1	-1.1%	-8.1%	-19.2	-1.2%	7.2%	0.3%
Cc1nn(CC(=O)NCCc2ccccc2)c(=O)c2cccn12	-0.3%	-7.4%	1.5	-3.3%	6.1%	-8.5%
CC(NC(=O)C1CCN(c2nc3ccccc3nc2C(F)(F)F)CC1)c1ccccc1 (stereo unspecified)	.	-8.5%	-4.1	.	.	-1.4%
CCOc1ccc(CC(=O)C2=C(N3CCOCC3)CC(C)(C)CC2=O)cc1OCC	-15.7%	6.6%	-22.0	0.4%	21.0%	7.94µM*
CCN(CC1CCCN(CCc2cccc(F)c2)C1)C(=O)c1cc(C)oc1C (stereo unspecified)	95.6%[activator]	2.6%	-15.1	.	?	-4.9%
C[C@H](CO)N1C[C@H](C)[C@@H](CN(C)Cc2ccc(Cl)c(Cl)c2)Oc2c(NC(=O)C3CCOCC3)cccc2C1=O	249.0%[activator]	.	-9.6	.	-6.2%	.
Cc1cccc(C(=O)NC2(C(F)(F)F)N=C(c3ccccc3)N(C3CCCCC3)C2=O)c1 (stereo unspecified)	.	-2.3%	3.8	.	.	6.3%
Cc1ccc(N2CCN(C(=O)NC3CCCCC3)CC2C)cc1 (stereo unspecified)	27.4%	2.9%	-30.7	-0.1%	-21.5%	13.0%
O=C(Nc1cccc([N+](=O)[O-])c1)NC1CCS(=O)(=O)C1 (stereo unspecified)	-9.2%	1.2%	-13.2	7.8%	12.4%	-1.3%
